RAM network inh: blocks the yeast RAM network. S. cerevisiae dse1pr::URA3 reporter, 5-FOA growth OD615, 2 d; analog-sensitive cbk1-as2 kinase mutant strain. inhibition, % at 50 µM. 190,000 compounds, 1.8% hits. AID 868;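 active = inhibition above a set limit, 3 SD over mean compound inhibition, cut at about 8.4% in these data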;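 note: 0% = DMSO-only wells with no growth and 100% = 10 µM 1-NA-PP1 full growth; inhibition rescues growth on 5-FOA so higher OD means more RAM inhibition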
PPARg SRC3 recr: promotes SRC-3 coactivator recruitment by human PPARgamma; activation, % at 8 µM; biochemical PPARgamma/SRC-3 coactivator recruitment assay; 200,000 compounds, 0.26% hits; P37231; in the data active = activation above about 23%;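 note: 0% = DMSO and 100% = reference agonist; some compounds past the cut are filed as inactive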
Target sequence (P37231 whole entry, looked up): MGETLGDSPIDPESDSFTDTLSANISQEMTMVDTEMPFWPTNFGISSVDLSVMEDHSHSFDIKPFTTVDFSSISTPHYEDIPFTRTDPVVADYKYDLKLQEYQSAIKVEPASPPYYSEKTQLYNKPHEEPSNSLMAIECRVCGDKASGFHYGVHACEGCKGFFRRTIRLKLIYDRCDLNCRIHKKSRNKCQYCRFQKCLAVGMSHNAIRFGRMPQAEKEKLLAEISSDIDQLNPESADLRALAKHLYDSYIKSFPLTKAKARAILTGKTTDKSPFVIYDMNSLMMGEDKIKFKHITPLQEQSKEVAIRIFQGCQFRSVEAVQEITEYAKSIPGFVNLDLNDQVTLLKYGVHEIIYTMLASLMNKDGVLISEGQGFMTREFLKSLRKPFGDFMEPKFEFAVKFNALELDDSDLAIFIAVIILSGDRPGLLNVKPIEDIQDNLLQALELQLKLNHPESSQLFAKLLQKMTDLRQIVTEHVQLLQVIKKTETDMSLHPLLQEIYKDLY
S1P3 antagonist: blocks the human S1P3 receptor; Q99500; CHO S1P3 NFAT-BLA reporter, FRET fluorescence, antagonist mode; inhibition, % at 4.98 µM; 170,000 compounds, 0.27% hits; AID 485;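 active = inhibition above the plate cutoff, the mean inhibition of test wells on that plate plus 3 SD, cut at about 28% in these data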;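 note: cells challenged with S1P at its EC80 of 0.8 µM; blue over green emission ratio from cleaved BLA substrate after 4 h stimulation; 0% = S1P-stimulated wells and 100% = unstimulated DMSO-only wells; some compounds past the cut are filed as inactive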
bIAP inhibitor: blocks bovine intestinal alkaline phosphatase activity | inhibition, % at 20 µM | purified bovine IAP, CDP-star luminescence, 30 min | 190,000 tested, under 10 active;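 active = over 50% inhibition of intestinal alkaline phosphatase at 20 µM in the single-dose screen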
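Incubation: 30 min reaction at room temperature / Material: purified bovine intestinal alkaline phosphatase (IAP) enzyme / Input: enzyme at 1/65,000,000 dilution / Dosing: 20 µM single dose / Signal: CDP-star luminescence signal / Reagent: CDP-star chemiluminescent phosphatase substrate, 30 µM final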
ROMK primary: human ROMK K+ channel modulation, primary screen. 130,000 compounds, 2% hits. P48048. AID 1918. B-score at 10 µM. Tet-inducible ROMK, thallium flux fluorescence; actives lie on both sides;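 active = signal ratio slope over the read window, or its plate-corrected B-score, at least 3 SD from the plate mean, either direction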;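 note: B-score of the F/F0 ratio slope over 7 to 12 s after thallium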
Target sequence (P48048 whole entry, looked up): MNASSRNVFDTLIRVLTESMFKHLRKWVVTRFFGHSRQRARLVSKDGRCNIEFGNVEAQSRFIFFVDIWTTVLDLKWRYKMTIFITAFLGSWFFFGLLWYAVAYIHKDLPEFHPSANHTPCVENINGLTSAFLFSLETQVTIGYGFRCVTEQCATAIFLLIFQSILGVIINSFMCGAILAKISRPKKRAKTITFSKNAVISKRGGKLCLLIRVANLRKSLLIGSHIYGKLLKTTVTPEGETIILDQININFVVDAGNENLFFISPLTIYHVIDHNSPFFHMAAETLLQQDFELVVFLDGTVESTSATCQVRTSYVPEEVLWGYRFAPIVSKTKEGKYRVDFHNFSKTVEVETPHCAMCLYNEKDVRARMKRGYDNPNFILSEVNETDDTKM
PPARg SRC-2 ag: PPARgamma-driven SRC-2 recruitment agonism | PPARgamma LBD-SRC-2 recruitment, biochemical | AID 1032 | P37231 | activation, % at 8 µM | 200,000 compounds, 0.34% hits; in the data active = activation above about 22%;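 note: 0% = vehicle and 100% = reference agonist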
HMGR II inh: E. faecalis class II HMG-CoA reductase inhibition; AID 1066; 190,000 compounds, 0.41% hits; purified E. faecalis HMGR, NADPH absorbance 340 nm kinetic; inhibition, % at 10 µM;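 active = inhibition above a set limit, the median over all tested compounds plus 3 SD, cut at about 9.5% in these data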;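 note: enzyme runs in reverse so mevalonate oxidation gives rising NADPH absorbance; 0% = complete reaction with DMSO and 100% = background rate lacking mevalonate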
Redox H2O2 prof: compounds producing H2O2 with reducing agent – biochemical, NIH compound library profiling, artefact control for MLSCN library redox annotation, primary screen; DTT-dependent redox cycling H2O2, phenol red/HRP absorbance; 100% = 100 µM peroxide control, 0% = buffer; activation, % at 10 µM; 200,000 compounds, 0.03% hits; AID 878;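 active = activation of at least 50% relative to the plate's high and low controls in the primary single-dose screen; inactive = activation below 50%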;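 note: compound incubated with DTT at 0.8 mM final as the reducing agent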
PPARg SRC1 recr: PPARgamma-driven SRC-1 recruitment agonism. AID 631. 200,000 compounds, 0.41% hits. activation, % at 8 µM. P37231. PPARgamma-SRC-1 coactivator recruitment biochemical assay; in the data active = activation above about 19%;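 note: 0% = DMSO and 100% = reference agonist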
L major viab: Leishmania major promastigote growth inhibition; Leishmania major promastigotes, resazurin fluorescence viability; AID 1063; inhibition, % at 10 µM; 200,000 compounds, 9% hits; in the data active = inhibition above about 50%;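 note: promastigotes grown with compound for 44 hours at 28 °C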
SRC2 TRFRET art: counter-screen for PPARgamma SRC-2 recruitment agonists: TR-FRET artefact; hits give high values; TR-FRET ratio at 8 µM; 200,000 compounds, 0.4% hits; in the data active = TR-FRET ratio above about 2000; note: inactives centre near 1500; reference of the scale not given here
An asterisk follows results filed as active; . = no result given.

Values run as follows: S1P3 antagonist	HMGR II inh	SRC2 TRFRET art	Redox H2O2 prof	ROMK primary	PPARg SRC3 recr	PPARg SRC-2 ag	RAM network inh	PPARg SRC1 recr	L major viab	bIAP inhibitor
1) CCN(CC)c1ccc2cc(-c3nnc(-c4ccncc4)o3)c(=O)oc2c1
  .	-3	1589	0.8	.	-3	8	1.4	8	68*	-5
2) COc1ccc(NC(=O)C(c2cc3c(cc2[N+](=O)[O-])OCO3)N(C)c2ccccc2)cc1 (centres undefined)
  8	-2	1512	0.5	-0.25	0	-5	2.1	-1	81*	-7
3) COc1ccc(CN2CCNC(=O)C2CC(=O)N2CCCO2)c(OC)c1 (centres undefined)
  -2	0	1539	-1.3	-0.96	-5	5	1.1	14	-4	-7
4) O=C(Cn1c(C(=O)N2CCN(C3CCCC3)CC2)cc2sccc21)c1ccccc1
  4	-9	1655	2.6	.	2	-2	1.8	-2	93*	-5
5) N#CC1=C(S)N(c2ccc(F)cc2)C(c2ccco2)NC1=O (centres undefined)
  -21	-11	1795	-0.3	0.51	8	10	3.6	10	-1	-2
6) CCOC(=O)c1cnc2c(cnn2C)c1Oc1ccc(OC)cc1
  -19	2	1663	-2.3	-0.52	9	11	0.4	4	1	-8
7) COc1ccccc1NC(=S)NCc1ccc2c(c1)cc(C)n2C
  -4	2	1660	-0.2	-0.17	-2	3	5.4	-1	2	11
8) CN1C2=CC=CC=CC2=[N+](C)C12C=CC(=[N+]([O-])[O-])C=C2[N+](=O)[O-] (centres undefined)
  -4	0	1375	-2.3	-1	4	0	3.0	-7	-10	22
9) O=C(Nc1nc2ccccc2[nH]1)c1ccc([N+](=O)[O-])cc1
  -16	-2	1568	-1.7	-0.32	1	7	5.8	-4	-1	15
10) O=C(CN1CCN(S(=O)(=O)c2ccccc2)CC1)Nc1ccc(Cl)c(Cl)c1
  .	-1	1551	-0.1	-0.99	-6	6	2.1	0	41	-12
11) O=C(O)C1CCCCC1C(=O)NCc1ccc(Cl)c(Cl)c1 (centres undefined)
  -4	-8	1217	-1.3	0.089	3	-6	0.8	-10	4	12
12) Cn1c(N2CCCC2)nc2c1c(=O)n(Cc1ccc(Cl)cc1)c(=O)n2C
  16	-1	1376	0.2	-0.1	-9	-8	1.5	2	-3	-4
13) Cn1cccc1C(=O)NC(=O)CSc1cccc[n+]1[O-]
  -12	0	1344	1.8	.	-2	-1	-0.1	-2	11	-6
14) COc1cc(C)ccc1OCCOc1cc(C)ccc1Cl
  .	.	1580	2.5	.	6	-3	4.2	6	-6	14
15) CC1CCCN(C(=O)c2ccc3nc[nH]c3c2)C1 (centres undefined)
  9	4	1605	2.1	.	7	4	0.8	-6	-9	-9
16) CCN(CC)CCN(C(=O)CN1C(=O)CCC1=O)c1nc2cc3c(cc2s1)OCO3
  1	-5	1462	0.0	0.038	2	2	-0.5	-1	2	-14
17) O=C1CC(c2ccccc2)CC2=C1CN(C1CCCCC1)CN2 (centres undefined)
  -44	-20	1472	1.7	.	-13	-3	0.5	-1	82*	-2
18) CCOC(=O)c1ccc2nc(C(F)(F)F)[nH]c(=O)c2c1
  -15	-2	1573	1.8	.	-3	2	0.5	4	-8	7
19) CN=Cc1sc2ccccc2c1O
  -45	-4	1513	0.0	.	1	9	-0.9	16	-4	7
20) COc1ccc(C(CC(=O)Nc2cc([N+](=O)[O-])ccc2OC)c2ccccc2)cc1 (centres undefined)
  -10	-4	1734	0.4	.	0	0	3.4	14	11	6
21) CSc1snnc1-c1ccccc1
  -21	-2	1640	-0.5	-0.93	-1	6	0.0	2	0	-9
22) CSc1nc(NC(C)(C)C)nc(Oc2ccc(=O)n(C)n2)n1
  .	-4	1471	0.7	.	-9	-6	0.9	-4	-6	0
23) COc1ccc(-c2nnc3sc(COc4ccccc4)nn23)cc1
  .	-1	1490	-0.6	0.71	0	-5	3.4	0	-5	16
24) Cc1cc(Br)ccc1SCC(=O)OCC(=O)NC(C)c1ccccc1 (centres undefined)
  -11	1	1517	-0.2	0.3	0	9	1.1	3	-5	-15
25) CCC(=O)Nc1ccc(C(=O)NNC(=O)COc2cc(C)ccc2C)cc1
  -33	-3	1353	0.1	.	1	-5	1.8	-3	2	-6
26) Cc1ccc(NC(=O)[C@@H]2CCCN2S(=O)(=O)c2ccccc2F)cc1S(=O)(=O)N1CCOCC1
  14	2	1358	-0.7	.	1	3	1.1	0	2	11
27) COc1ccc(OC)c(S(=O)(=O)NCCC(C)C)c1
  2	-4	1735	0.4	0.62	1	-3	1.3	-1	-8	-19
28) COc1cc(CNCc2ccccc2)c(Br)cc1OC1CCCC1
  -10	0	1386	-0.3	-0.38	-1	0	0.5	-4	34	7
29) CC(=O)C1C(=O)C=C(c2cccs2)CC1c1ccccc1 (centres undefined)
  -4	1	1703	-1.8	0.00082	0	2	0.4	2	0	5
30) CCOC(=O)CSC(=S)NC(=O)c1ccc(OC)cc1
  -3	2	1985*	0.8	0.29	12	15	-0.4	8	-8	11

(list continues)
Values run as follows: S1P3 antagonist	HMGR II inh	SRC2 TRFRET art	Redox H2O2 prof	ROMK primary	PPARg SRC3 recr	PPARg SRC-2 ag	RAM network inh	PPARg SRC1 recr	L major viab	bIAP inhibitor
31) Cc1ccc(CNC(=O)CN(CCc2ccccc2)S(C)(=O)=O)cc1
  -7	-2	1651	-0.8	0.022	4	-3	0.2	-7	1	-3
32) CCOC(=O)c1c(NC(=O)C(C)S(=O)(=O)c2cn(CC)c3ccccc23)sc2c1CCCC2 (centres undefined)
  -3	6	1440	1.7	1.5	5	2	7.1	6	18	21
33) NC(=O)C1CCN(c2ccc(C(F)(F)F)cc2[N+](=O)[O-])CC1
  .	.	1560	2.4	.	10	6	4.1	-3	-2	10
34) C/C(=N/OCC(=O)Nc1ccc(C)cc1C)c1cccs1
  .	-4	1598	0.0	0.028	-5	9	2.6	4	-1	38
35) CC1CCC/C(=C\Nc2ccccc2C(=O)O)C1=O (centres undefined)
  2	-3	1647	0.6	-0.91	2	8	2.1	9	-2	5
36) CC(C)(C)NC(=O)C(c1ccc(OCC(N)=O)cc1)N(C(=O)c1cccnc1)C1CC1 (centres undefined)
  -25	-2	1576	-0.2	1.9	-5	-3	1.4	3	-6	3
37) COC(=O)Cc1ccc(N(Cc2ccccc2F)S(=O)(=O)c2ccc(C)cc2)cc1
  9	-8	1496	0.5	-0.66	1	2	20*	-7	12	-1
38) COc1ccccc1OCc1ccc(C(=O)OCC2CCCO2)o1 (centres undefined)
  -5	-1	1480	0.0	-0.24	-8	-2	1.7	4	-3	-7
39) Clc1ncnc2scc(-c3ccc(Br)cc3)c12
  11	-2	1690	-0.3	0.67	0	4	2.7	6	94*	6
40) CC(=O)c1c(-c2ccc(Cl)cc2)c2ccccc2[nH]c1=O
  15	2	1436	-0.9	0.15	8	5	3.6	-2	-1	-6
41) COc1ccc(CNC(=O)c2cc(COc3c(F)cccc3F)on2)cc1OC
  -6	-3	1547	1.0	-0.26	3	9	1.8	4	1	6
42) CSc1ccc(NC(=O)NCCCN2CCN(c3ccccc3F)CC2)cc1
  23	-6	1414	0.6	.	-5	3	1.6	9	5	-13
43) CC(=O)c1c(NC(=O)C(C)C)nc(C)nc1-c1ccccc1
  -9	3	1638	0.1	-0.16	-4	-11	-0.3	6	-5	12
44) C(=C\c1ccccc1)/CSc1nnc(-c2ccccn2)n1Cc1ccco1
  -7	-2	1339	0.9	0	-11	2	4.2	-3	5	6
45) O=C1C(NS(=O)(=O)c2ccc(Cl)cc2)=C(N2CCCCC2)C(=O)c2ccccc21
  -12	-2	1448	0.9	.	1	-5	0.5	-1	89*	19
46) C#CCOC(=O)C(NC(=O)c1ccccc1)=C1CCCCC1
  .	-3	1484	0.0	-1.1	7	10	2.2	-1	5	7
47) COc1ccc(CCNC(=O)Cn2nnc(-c3ccccc3F)n2)cc1OC
  .	-6	1543	0.2	0.73	-11	2	2.4	-8	-6	-2
48) Cc1ccc(OCc2nc(-c3ccccn3)no2)cc1
  .	1	1483	0.5	2	-4	7	-0.9	0	-1	15
49) Cn1c(SCC(=O)Nc2cccc(F)c2)nnc1-c1cc2ccccc2o1
  1	0	1748	3.3	.	20	9	2.0	17	-5	9
50) Cc1nc2ccccc2c(=O)n1/N=C/c1ccc(O)cc1
  26	-4	1694	2.3	.	4	-8	0.1	0	-4	1
51) O=C(O)c1ccc(-c2ccccc2)[nH]1
  6	-10	1341	1.1	.	-4	-9	1.2	4	-2	7
52) Cc1cc(NC(=O)CCCC(=O)OCC(F)(F)C(F)F)cc(C)c1C(=O)O
  -31	-8	1750	-5.3	0.1	-5	1	1.4	2	-2	0
53) COc1ccc(OC)c(NC(=O)N[C@@H](Cc2ccccc2)C(=O)O)c1
  -39	-3	1552	0.1	-0.052	-11	-3	1.4	0	6	1
54) Cn1c(=O)c2c(nc(OCc3cccnc3)n2Cc2ccccc2)n(C)c1=O
  .	-2	1573	0.6	-0.67	9	9	0.3	6	6	-5
55) Oc1ccccc1CNCCCNCc1ccccc1O
  -21	0	1534	2.3	.	-1	7	-1.2	-4	39	-10
56) CCC1=NN2C(=N)/C(=C\c3cccn3-c3ccc(C)cc3C)C(=O)N=C2S1
  -15	-7	1531	-0.2	1.8	2	8	4.3	-1	12	-17
57) Cc1cccc(Nc2nc(N)nc(CN3CCN(c4ccccc4)CC3)n2)c1
  -23	-6	1603	0.6	.	1	6	0.2	3	4	2
58) CC(C)C/C(O)=C/c1nc2cc(Cl)ccc2oc1=O
  -18	1	1386	0.0	-0.22	-6	-3	1.6	2	31	8
59) O=C(Nc1ccncc1)c1ccccc1F
  -1	-2	1445	-0.2	1.2	-8	0	2.0	1	23	1
60) COc1cccc(N=CC2=C(O)CCCC2=O)c1
  16	3	1552	-0.4	.	2	7	0.6	0	-1	-8

Carrying on.
Values run as follows: S1P3 antagonist	HMGR II inh	SRC2 TRFRET art	Redox H2O2 prof	ROMK primary	PPARg SRC3 recr	PPARg SRC-2 ag	RAM network inh	PPARg SRC1 recr	L major viab	bIAP inhibitor
61) CCSc1ccccc1C(=O)N1CCCC1
  .	-2	1618	0.0	0.78	-5	1	-0.3	1	-2	6
62) O=C(CSCc1ccc(F)cc1)Nc1nc2c(s1)CCCC2
  .	2	1540	-4.3	.	-3	6	1.5	-1	-2	44
63) C=CCNC(=O)C1CC(=O)N(c2ccc(OCC(=O)Nc3ccc(C)cc3)cc2)C1 (centres undefined)
  4	3	1358	-0.5	0.95	-2	2	0.9	0	-2	0
64) CCc1cccc(CC)c1NC(=O)COC(=O)CCc1cc(OC)c(OC)c(OC)c1
  -10	-4	1561	0.4	.	0	2	-0.2	-7	-8	6
65) CC(=O)CC(=O)Nc1nc(C)cc(C)n1
  -5	-1	1784	-2.2	0.076	-1	3	0.4	5	-5	-12
66) COc1cccc(C(=O)Nc2cc([N+](=O)[O-])ccc2N2CCN(C)CC2)c1
  .	-6	1532	-3.6	-0.053	-13	-2	0.1	3	3	5

Source: PubChem (several laboratories)
